SENP6 inh: blocks the human protease SENP6; 330,000 tested, 1.8% active; inhibition, % at 10 µM; Recombinant SENP6 catalytic domain, aminoluciferin luminescence; AID 2599; Q9GZR1;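 active = inhibition above about 50% at the single tested dose, limit read from the data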;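 note: plate controls were DMSO wells with enzyme for no effect and DMSO wells lacking enzyme for full effect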
ATG4B inhibitor: ATG4B (human) cysteine protease inhibition. Q9Y4P1. ATG4B cleavage of LC3-PLA2, NBD-HPC fluorescence, 1 h. inhibition, % at 8.33 µM. 340,000 tested, 0.51% active. AID 504462; in the data active = inhibition above about 40%
MPTP block: inhibitors of mitochondrial permeability transition pore; isolated mouse mitochondria, Ca2+ swelling absorbance, 30 min; inhibition, % at 10 µM; 360,000 tested, 1.4% active; AID 602449;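 active = inhibition of 50% or more, scaled per plate between neutral and stimulator controls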;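 note: 0% = DMSO wells given calcium and 100% = 1 mM EGTA wells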
SENP1 inh: blocks the human SENP1 SUMO protease catalytic domain | Q9P0U3 | recombinant SENP1 catalytic domain, CyPet-SUMO1-YPet FRET cleavage | inhibition, % at 10 µM | 360,000 tested, 0.21% active | AID 624204;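 active = inhibition at least 30% at 10 µM, raw YFP signal under a set limit, fluorescence ratio 0.5 to 1.5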;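 note: 0% = enzyme with DMSO and 100% = no enzyme wells; some results filed as inactive read as strong as hits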
Target sequence (Q9P0U3 419-644 limits assumed): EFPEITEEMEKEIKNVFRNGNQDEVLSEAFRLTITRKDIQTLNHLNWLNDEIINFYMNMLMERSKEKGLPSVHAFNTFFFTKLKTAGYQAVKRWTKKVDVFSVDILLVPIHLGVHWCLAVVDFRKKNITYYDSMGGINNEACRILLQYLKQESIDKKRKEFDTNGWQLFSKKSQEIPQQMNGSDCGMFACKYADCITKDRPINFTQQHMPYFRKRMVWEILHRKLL
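Test system: hSENP1 catalytic domain, recombinant; Amount: 20 pM final SENP1 enzyme; Medium: Tris pH 8 buffer plus EDTA, NaCl, BME, BSA, NP40, catalase; Schedule: 50 min enzyme reaction, room temperature, light-protected; Technique: FRET fluorescence in CFP and YFP emission channels; Controls: no-enzyme wells low, DMSO-plus-enzyme wells high control.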
hIAP act: increases human intestinal alkaline phosphatase activity; P09923; purified human IAP, CDP-Star luminescence, 30 min; hits give high values; 1 = vehicle-only enzyme, 0 = enzyme-free background; activation factor at 10 µM; 330,000 tested, 0.16% active; AID 2524;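 active = activation factor of the enzyme at least 2-fold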; note: the source names both 10 and 20 µM as test concentration; values of inactives mirror those of a sister screen read the other way
Target sequence (P09923 whole entry, looked up): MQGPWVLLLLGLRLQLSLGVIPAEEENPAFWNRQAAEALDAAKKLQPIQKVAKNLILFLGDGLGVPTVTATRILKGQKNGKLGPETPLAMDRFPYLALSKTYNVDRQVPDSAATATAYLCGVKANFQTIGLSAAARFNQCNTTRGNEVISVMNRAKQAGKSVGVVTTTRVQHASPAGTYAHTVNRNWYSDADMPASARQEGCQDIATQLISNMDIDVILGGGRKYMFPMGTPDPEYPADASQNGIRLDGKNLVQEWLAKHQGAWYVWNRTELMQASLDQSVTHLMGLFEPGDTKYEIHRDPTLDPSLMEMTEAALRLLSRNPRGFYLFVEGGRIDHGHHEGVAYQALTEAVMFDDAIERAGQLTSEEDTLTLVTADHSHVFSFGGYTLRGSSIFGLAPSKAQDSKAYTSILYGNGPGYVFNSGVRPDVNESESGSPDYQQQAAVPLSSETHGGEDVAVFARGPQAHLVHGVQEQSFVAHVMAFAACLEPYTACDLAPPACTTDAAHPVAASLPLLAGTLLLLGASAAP
PfGluPho inh: PfG6PD (Plasmodium falciparum) enzyme inhibition; PfGluPho enzyme, NADPH resazurin-diaphorase fluorescence; inhibition, % at 20 µM; 350,000 tested, 0.78% active; AID 504690;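 active = inhibition reaching at least a set limit at 20 µM in the primary screen, cut at about 59% in these data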;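 note: 0% = DMSO wells with substrate and 100% = DMSO wells lacking glucose-6-phosphate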
GRIN3A LBD mod: modulates the human NR3A ligand-binding domain. NR3A LBD differential scanning fluorimetry, Tm shift; 0% = protein alone, 100% = glycine-bound protein. AID 1259313. Tm shift relative to glycine control, % at 25 µM. 340,000 tested, 2.5% active;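 active = melting temperature shift of at least 10% of the positive control shift, at one fixed dose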
SENP8 inh: SENP8 (human) protease inhibition; recombinant SENP8, Nedd8 substrate fluorescence; inhibition, % at 20 µM; 360,000 tested, 0.64% active; in the data active = inhibition mostly above about 40%, no sharp cut-off; inactive = mostly below about 27%
Target sequence (Q96LD8 whole entry, looked up): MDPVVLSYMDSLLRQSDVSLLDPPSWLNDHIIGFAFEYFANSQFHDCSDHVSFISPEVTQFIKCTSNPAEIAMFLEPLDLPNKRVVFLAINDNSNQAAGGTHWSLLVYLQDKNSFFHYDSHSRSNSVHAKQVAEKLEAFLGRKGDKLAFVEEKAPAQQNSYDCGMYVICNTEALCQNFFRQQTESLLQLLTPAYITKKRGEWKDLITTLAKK
* marks the source's active call; other numbers are inactive results; x = not tested or not shown.

A first look:
SMILES	SENP6 inh	ATG4B inhibitor	MPTP block	SENP1 inh	hIAP act	PfGluPho inh	GRIN3A LBD mod	SENP8 inh
CCN1C(=O)[C@H]2[C@@H](c3ccc(OC)cc3)N3C(=O)CN(Cc4ccccc4)C(=O)[C@@]3(Cc3ccccc3)[C@H]2C1=O	-4	17	0.5	-5	1.1	-1	-2	4
CCOc1cc(N2CCOCC2)c(OCC)cc1NC(=O)COC(=O)CCOc1ccc(C(C)(C)C)cc1	-12	-4	-1.3	2	0.95	24	4	8

The whole of this part, previewed entries included:
SMILES	SENP6 inh	ATG4B inhibitor	MPTP block	SENP1 inh	hIAP act	PfGluPho inh	GRIN3A LBD mod	SENP8 inh
CCN1C(=O)[C@H]2[C@@H](c3ccc(OC)cc3)N3C(=O)CN(Cc4ccccc4)C(=O)[C@@]3(Cc3ccccc3)[C@H]2C1=O	-4	17	0.5	-5	1.1	-1	-2	4
CCOc1cc(N2CCOCC2)c(OCC)cc1NC(=O)COC(=O)CCOc1ccc(C(C)(C)C)cc1	-12	-4	-1.3	2	0.95	24	4	8
O=C(NC(=S)NCCC1=CCCCC1)c1ccc(Br)o1	0	40*	1.6	3	1.1	15	-4	6
CCNc1nc(CN2CCOCC2)nc2sc3c(c12)CCC3	-1	4	1.1	-2	1	12	-2	-177
COc1cccc(CNc2ccc3[nH]c(=O)[nH]c3c2)c1OCc1ccccc1Cl	23	5	0.4	0	1	65*	3	-62
Cc1nn(Cc2ccc(Cl)cc2)c2sc(C(=O)OCC(N)=O)cc12	-10	-8	2.6	1	1.1	-2	x	20
CCN(CC)CCN(Cc1cc2cc3c(cc2[nH]c1=O)OCO3)C(=S)NCCCOC	17	-4	1.2	1	1.1	-4	-3	-396
O=C1c2[nH]c3ccccc3c2CC1N1C(=O)c2ccccc2C1=O (configuration not stated)	x	x	0.3	0	x	-1	x	25
CCN(CC)C(=O)N1CCN(C(=O)c2ccc(C)cn2)CC1	1	-2	-1.9	0	0.97	-3	-2	7
O=C(Nc1cccc(F)c1)c1ccc(S(=O)(=O)N2CCCCC2)cc1	-19	11	2.1	1	0.92	-5	17*	8
CN(Cc1cnn(C)c1)C(=O)C1CCC(=O)N(Cc2cccc(F)c2)C1 (configuration not stated)	0	-1	-1.6	1	0.55	4	-2	-3
Cc1ccc(C(=O)C(OC(=O)COc2ccccc2C)c2ccccc2)cc1 (configuration not stated)	2	6	1.7	6	1	23	0	0
Cc1ccc2[nH]c(=O)c(COC(=O)C3CCCO3)cc2c1 (configuration not stated)	-10	-4	-2.2	0	1.1	-4	-8	-81
CCOc1ccc(NC(=O)C2CCN(C(=O)NC3CCCCC3)CC2)cc1	5	6	-2.7	1	0.96	1	-1	20
Nc1nonc1C(=O)NCCNCc1ccccc1OCc1ccccc1F	-14	-8	4.3	-2	0.87	4	1	5
CCCn1c(SCC(=O)NC2CC2)nnc1-c1ccccn1	-15	-1	0.9	2	1.1	-12	-1	13
Cc1nc2oc(C(=O)c3ccccc3)c(N)c2c2c1COC(C)(C)C2	-6	4	3.6	-65	1	6	-2	-163
O=C(Nc1ccc(Br)cc1)c1ccc2ncsc2c1	-4	-1	-0.4	-19	0.96	19	27*	-68
CCC(C)N(C(=O)CSc1nnc(-c2ccco2)n1C)C1CCS(=O)(=O)C1 (configuration not stated)	-1	0	1.2	-2	1	6	0	2
COc1ccccc1N=Cc1c(C)[nH]n(-c2ccc(C)cc2C)c1=O	11	-14	-0.9	-3	1.2	14	-2	28
COc1cc(C(C)=O)ccc1Oc1ccc(S(=O)(=O)N2CCOCC2)cn1	4	8	-2.3	3	1.2	-10	1	5
Cc1cccc(Cn2nc(-n3cccc3)c3c(C)cc(C)nc32)c1	-3	-4	1.5	-1	1.1	2	-13	-278
CC1=CN2C(=N)/C(=C/c3ccc(C)o3)C(=O)N=C2S1	25	-6	0.8	1	1.3	9	4	15
CSc1ccc(C2c3[nH]c4ccccc4c3CCN2C(=O)c2ccnn2C)cc1 (configuration not stated)	20	-6	2.3	-5	1	-11	0	-67
O=S(=O)(CCC1CCCCN1)c1ccccc1 (configuration not stated)	3	-7	-1.3	-3	0.81	8	2	15
Further structures follow:
SMILES	SENP6 inh	ATG4B inhibitor	MPTP block	SENP1 inh	hIAP act	PfGluPho inh	GRIN3A LBD mod	SENP8 inh
COc1cc(C)c(Br)cc1S(=O)(=O)NCc1ccncc1	-7	-2	0.6	3	0.97	-11	-1	10
COc1cccc(C(=O)/C=C/c2ccc(SC)cc2)c1	2	4	0.7	-8	0.91	6	-37	-111
CCCCNC(=O)n1c(SC)nc2ccccc21	-11	-9	0.3	5	1	-13	-3	19
CC(=O)NNC(=S)Nc1cccc(F)c1	-4	-8	-0.1	2	1.1	1	-2	25
O=C(Cn1nc(-c2ccccc2)ccc1=O)NCc1ccc2c(c1)OCO2	5	-10	-0.5	-1	0.94	10	4	7
CCOc1ccc(CN2CCNC(=O)C2CC(=O)NCCN2CCOC2=O)cc1 (configuration not stated)	-7	-3	-0.2	-3	1.3	-14	16*	-28
Cc1ccc2nc(N(CCCN(C)C)C(=O)CS(=O)(=O)c3ccccc3)sc2c1	-11	-14	47	1	1.1	1	1	-1
CCOc1ccc(NS(=O)(=O)c2ccc(C(=O)N3CCN(c4ncccn4)CC3)cc2)cc1	-3	-4	0.8	1	0.94	-16	0	12
CC(C(=O)NCC1CCCCC1)N(C)Cc1cccc(Cl)c1 (configuration not stated)	-10	9	-2.1	-1	1	-7	0	-3
Cc1nnc(Sc2nc3c(c(=O)[nH]c(=O)n3C)n2Cc2ccccc2)s1	-2	-7	-2.5	4	1.1	11	0	1
CC(=O)Nc1ccc(C(=O)COC(=O)c2nc3nc(C)cc(C)n3n2)cc1	3	-6	-2.7	1	1.1	13	5	2
COc1cccc(CNCC(=O)NC(=O)NC2CCCC2)c1	-7	-3	0.7	0	1	8	0	-4
O=C(Nc1ccccc1)C1=C[C@@H](C2CCCCC2)C[C@@H](OCc2ccc(CO)cc2)O1	-4	-11	-0.6	1	0.98	27	-2	28
COC(=O)[C@H](Cc1ccccc1)NC(=O)NCc1ccccc1	2	3	0.9	2	1.2	-1	1	9
COc1ccc(S(=O)(=O)N2CCCC(C(=O)O)C2)cc1 (configuration not stated)	-10	5	0.1	-2	1	-17	0	23
CCC(C)[C@H]1COCCS(=O)(=O)N1Cc1ccccc1 (some centres not stated)	5	8	-0.8	1	1.2	-7	0	14
Cc1ccc(OCCCC(=O)Nc2nncs2)cc1	-14	-2	-1.1	-2	1.1	-13	0	4
COc1ccc(C(=O)NC(C)CCCC(C)(C)O)cc1OC1CCN(C(C)=O)CC1 (configuration not stated)	-6	-2	-0.7	0	1	-6	1	16
CN(C)S(=O)(=O)c1ccc(Cl)c(NC(=O)COC(=O)/C=C/c2ccc3ccccc3n2)c1	4	-4	-0.3	1	1.1	-11	0	8
CCOC(=O)c1ccc(NC2c3ccccc3C(=O)N2c2ccc(C)cn2)cc1 (configuration not stated)	2	-3	-0.6	4	0.97	13	-9	22
Cc1cc(OCC(=O)N(Cc2ccccc2)C2CCS(=O)(=O)C2)ccc1Cl (configuration not stated)	-11	-18	0.3	-2	1.3	1	-2	12
CCc1c(C)sc(NC(=O)c2cc(C(C)C)on2)c1C#N	-15	-2	6.1	1	1	38	0	9
N#CCSc1nnc2ccc3ccccc3n12	2	-7	-0.9	3	1.1	1	-10	12
Cc1cccc(NC(=O)CN2CCN(CC(=O)NCC3(N4CCCCC4)CCCCC3)CC2)c1C	-8	4	-1.3	-1	1	-17	0	16
COc1ccc(-c2csc(NC(=O)c3nc(-c4ccccc4)oc3C)n2)cc1	17	7	4.3	3	1.1	-10	-1	-25

Shown as a markdown table: 5 of the compounds above
| Structure | SENP6 inh | ATG4B inhibitor | MPTP block | SENP1 inh | hIAP act | PfGluPho inh | GRIN3A LBD mod | SENP8 inh |
| --- | --- | --- | --- | --- | --- | --- | --- | --- |
| CCCCNC(=O)n1c(SC)nc2ccccc21 | -11 | -9 | 0.3 | 5 | 1 | -13 | -3 | 19 |
| CC(=O)NNC(=S)Nc1cccc(F)c1 | -4 | -8 | -0.1 | 2 | 1.1 | 1 | -2 | 25 |
| O=C(Cn1nc(-c2ccccc2)ccc1=O)NCc1ccc2c(c1)OCO2 | 5 | -10 | -0.5 | -1 | 0.94 | 10 | 4 | 7 |
| CCOc1ccc(CN2CCNC(=O)C2CC(=O)NCCN2CCOC2=O)cc1 (configuration not stated) | -7 | -3 | -0.2 | -3 | 1.3 | -14 | 16* | -28 |
| Cc1ccc2nc(N(CCCN(C)C)C(=O)CS(=O)(=O)c3ccccc3)sc2c1 | -11 | -14 | 47 | 1 | 1.1 | 1 | 1 | -1 |

More entries
SMILES	SENP6 inh	ATG4B inhibitor	MPTP block	SENP1 inh	hIAP act	PfGluPho inh	GRIN3A LBD mod	SENP8 inh
Cc1ccc(N2C(=O)CSC2c2ccccn2)cc1Cl (configuration not stated)	5	-8	-0.1	-1	0.92	4	1	10
O=C(NCc1nc2ccccc2[nH]1)c1ccc([N+](=O)[O-])cc1	-18	-2	-4.4	4	1.1	-6	-1	4
Cc1ccc(CCNC(=O)c2nnc(CS(=O)(=O)c3ccccc3)o2)cc1	7	-5	0.2	-1	0.92	5	2	14
CCn1c(=NC(=O)CSC(C)=O)sc2cc(OC)ccc21	-10	-12	0.2	-14	0.92	1	0	-100
Cc1ccccc1NC(=O)CCn1c(=O)oc2ccccc21	10	-4	-1.5	-1	0.96	15	5	-1
CCN(CC)C(=O)C(C)OC(=O)c1ccc(O)cc1 (configuration not stated)	-23	-7	-0.2	3	0.85	-4	-1	-1
CC(c1ccccc1)N1C(=O)/C(=C/c2ccncc2)SC1=S (configuration not stated)	10	-1	70*	3	1	19	7	8
Cc1ccccc1C1c2[nH]c3ccccc3c2C[C@H]2C(=O)N(C3CCN(Cc4ccccc4)CC3)CC(=O)N12 (some centres not stated)	-3	x	0.5	-20	0.89	x	x	-3
Cc1nc2sccn2c(=O)c1S(=O)(=O)NCC(C)c1ccccc1 (configuration not stated)	2	-4	1.7	6	0.84	-6	-5	-155
CCc1ccc(CNC(=O)CCn2nc(C)c3c(C)n(-c4ccccc4)nc3c2=O)cc1	2	1	-1.3	2	1.1	1	-2	19
COc1cccc(CN2CCC(N(CCc3ccccc3)Cc3ccccc3)CC2)c1OC	-7	30	4.5	4	0.95	12	0	11
COC(=O)c1cc(-c2ccc(OC)cc2F)nc2nc(SC)[nH]c(=O)c12	-24	-19	0.3	-3	0.92	-12	-1	-292
CC1CCCN(C(=O)C(Cc2ccccc2)n2cccc2)C1 (configuration not stated)	0	2	-0.9	-2	1	1	7	20
O=S1(=O)c2ccc(Br)cc2OC(COCc2ccccc2)CN1Cc1ccccc1 (configuration not stated)	x	x	3.1	2	x	13	0	4
Cc1ccc(C(=O)N/C(=C/c2ccco2)C(=O)NCCc2c[nH]c3ccccc23)cc1	-14	-18	0.0	-4	0.96	14	5	-4
Cc1nc(-c2ccccc2)sc1C1(C)CC(c2cccc([N+](=O)[O-])c2)=NO1 (configuration not stated)	-2	-17	0.6	3	1.2	16	-3	-4

Two entries from above, with each value named:
SMILES: Cc1ccc(C(=O)N/C(=C/c2ccco2)C(=O)NCCc2c[nH]c3ccccc23)cc1
  SENP6 inh: -14 | ATG4B inhibitor: -18 | MPTP block: 0.0 | SENP1 inh: -4 | hIAP act: 0.96 | PfGluPho inh: 14 | GRIN3A LBD mod: 5 | SENP8 inh: -4
SMILES: Cc1nc(-c2ccccc2)sc1C1(C)CC(c2cccc([N+](=O)[O-])c2)=NO1 (configuration not stated)
  SENP6 inh: -2 | ATG4B inhibitor: -17 | MPTP block: 0.6 | SENP1 inh: 3 | hIAP act: 1.2 | PfGluPho inh: 16 | GRIN3A LBD mod: -3 | SENP8 inh: -4

From PubChem
